Integrin act MD = activators of alpha7 integrin expression for muscular dystrophy; alpha7betagal myoblasts, beta-gal FDG fluorescence, 48 h; Potency, µM (series often up to 38.3 µM), for inactives: at the highest dose activation, usual class: activators; 0.064% of 350,000 active; AID 624291;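 also: potency is read from the fitted curve at half-maximal effect; 100% = response of the positive control SU9516; nearly all actives have a fitted effect of over 60% in size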
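Alpha7betagal+/- myoblasts (passage 13) were plated 16-24 hr, then exposed to compounds (1:260 dilution of DMSO stock) for 48 hours at 37C. After MPER lysis, β-galactosidase reporter activity was read as FDG fluorescence (ex 480/em 540) after 30 minutes.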
ELG1 genotox = genotoxicity induction in ELG1-luciferase HEK293T cells. 1.3% of 330,000 active. HEK293T ELG1-luciferase reporter, luminescence, 16 h. AID 504466. Potency, µM (series often up to 46 µM), without a hit: at the highest dose activity change, positive = activation, actives largely listed as activators; also: potency is read from the fitted curve at half-maximal effect; % of control where 0% means no effect; nearly all actives have a fitted effect of over 60% in size
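Luminescence read-out: rising ELG1-luciferase signal, reflecting elevated ELG1 protein under genetic stress, flags genotoxic compounds. Cells were treated for 16 hr at 37 °C before ONE-Glo detection.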
TRPV1 agonist = human TRPV1 agonism; TRPV1-expressing cells, Fluo-8 calcium influx, agonist mode; activation, % at 8.33 µM; 0.19% of 320,000 active; in the data active = activation above about 80%; inconclusive = between about 30% and that limit; also: 0% is about no effect
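Fluo-8 calcium influx in TRPV1-expressing cells, kinetic read (ex 480/em 520 nm). Compound added and read 3 min for agonist activity, followed by capsaicin at EC20 final and 2 min further read for enhancement.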
B2AR arrestin = agonists driving beta-arrestin recruitment to human beta2-adrenergic receptor. AID 492947. beta-arrestin recruitment to beta2AR, cell-based reporter. P07550. 0.02% of 330,000 active. Potency, µM (doses to about 46.1 µM), for the others: at the top dose activation, actives largely listed as activators;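 also: potency is read from the fitted curve at half-maximal effect; 0% = DMSO controls and full agonism = EC100 isoproterenol or metaproterenol; nearly all actives have a fitted effect of over 65% in size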
USP2a inh = inhibitors of human ubiquitin-specific protease USP2a. Potency, µM (titrated, usually from 38.3 µM), for inactives: at the top dose activity change, negative = inhibition, most hits filed as inhibitors. USP2 core, Ub-CHOP2 coupled fluorogenic reporter, 485/531. 0.01% of 330,000 active. O75604. AID 463254;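 also: potency is read from the fitted curve at half-maximal effect; plate controls were DMSO wells for no effect and full inhibition by NEM control for full effect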
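Deubiquitinase activity read as fluorescence (485/531 nm) after Ub-CHOP2 cleavage activates the enterokinase reporter on its substrate; USP2 core 10nM, Ub-CHOP2 and substrate 25nM each, 30min compound preincubation then 60min RT; data normalized to NEM, curves fitted.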
uPA generation = inhibitors of cell surface uPA generation | 0.31% of 330,000 active | Potency, µM (series often up to 38.3 µM), inactives show at the top dose activity change, negative = inhibition, hits mostly inhibitors | cell surface uPA generation assay, qHTS; active = well fitted inhibition curve with a large enough effect; inconclusive = small, poorly fitted or top-dose-only effect; inactive = no such curve, though single readings can be large or run the other way; tested in mouse RAW 264.7 cells; also: potency is read from the fitted curve at half-maximal effect; % is scaled to controls: 0 for no effect and ±100 for the full control effect; nearly all actives have a fitted effect of over 55% in size
p53 reactivator = mutant p53 re-activation in reporter cells; Potency, µM (top dose mostly 92.2 µM), for the others: at the highest dose activity change, positive = activation, actives largely listed as activators; H1299 p53-A138V BP100-luciferase reporter, luminescence, 24 h; AID 504706; 0.063% of 320,000 active; also: potency is read from the fitted curve at half-maximal effect; % of control where 0% means no effect; nearly all actives have a fitted effect of over 45% in size
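H1299 (p53-null), stable ts p53-A138V + BP100-Luc; 1000 cells/well, Opti-MEM/10% FBS; cpd 4 pt, 1:5; 24 h, 37 deg C, 5% CO2; detection reagent 10 min RT; luminescence.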
S-ASM inh = human S-ASM enzyme inhibition; Potency, µM (titrated, usually from 57.5 µM), for inactives: at the top dose activity change, negative = inhibition, hits mostly inhibitors; 0.006% of 340,000 active; P17405; AID 504937; placental ASM, HMU-PC fluorogenic substrate, 60 min; also: potency is read from the fitted curve at half-maximal effect
Target sequence (P17405 47-631 limits assumed): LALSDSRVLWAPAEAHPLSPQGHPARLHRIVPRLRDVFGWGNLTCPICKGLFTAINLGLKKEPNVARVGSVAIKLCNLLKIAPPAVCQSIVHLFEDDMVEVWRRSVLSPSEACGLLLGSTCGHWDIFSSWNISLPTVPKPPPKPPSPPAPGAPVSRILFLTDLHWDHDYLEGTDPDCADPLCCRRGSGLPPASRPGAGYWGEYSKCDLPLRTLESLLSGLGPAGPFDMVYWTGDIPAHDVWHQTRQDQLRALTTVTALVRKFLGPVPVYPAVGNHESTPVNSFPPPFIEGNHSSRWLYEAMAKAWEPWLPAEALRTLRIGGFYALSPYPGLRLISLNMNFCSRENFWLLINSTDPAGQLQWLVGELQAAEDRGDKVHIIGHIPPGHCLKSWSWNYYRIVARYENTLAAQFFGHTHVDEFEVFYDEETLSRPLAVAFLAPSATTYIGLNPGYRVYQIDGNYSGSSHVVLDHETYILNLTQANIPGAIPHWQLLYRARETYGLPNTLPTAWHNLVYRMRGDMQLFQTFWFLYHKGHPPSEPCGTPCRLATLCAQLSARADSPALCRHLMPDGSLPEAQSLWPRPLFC
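Human placenta-derived ASM preincubated with compound 10 min at room temperature, then reacted with 9 uM (final) fluorogenic HMU-PC substrate for 60 min at 37 C. Stop solution raises pH to 10; fluorescence read at Ex 386/Em 447 nm.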
Eya2 phos inh = blocks the phosphatase activity of human Eya2; Potency, µM (highest dose often 76.9 µM), for the others: top-dose activity, negative = inhibition, hits mostly inhibitors; recombinant Eya2, OMFP fluorescence dephosphorylation (OMFP is methylfluorescein phosphate); 0.006% of 330,000 active; also: potency is read from the fitted curve at half-maximal effect; % is scaled to controls: 0 for no effect and ±100 for the full control effect
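Eya2 protein (added as 0.2 uM solution) was preincubated with compound for 10 min at ambient temperature in 50 mM HEPES pH 7.5, 50 mM NaCl, 5 uM MgCl2, 0.05% BSA, 1 mM DTT. OMFP (added at 50 uM) then reacted 10 min; fluorescence read at 485/525 nm.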
PTAP TSG101 blk = blocks PTAP/TSG101 interaction to inhibit HIV-1 budding; Q99816; Fluorescence polarization, FITC-PTAP peptide / Tsg101 binding; Potency, µM (doses to about 115 µM), for inactives: top-dose activity change, negative = inhibition, usual class: inhibitors; 340,000 tested, under 10 active; active = well fitted inhibition curve with a large enough effect in the main read-out, with a control signal flat, not every such curve was filed as active; inconclusive = small, poorly fitted or top-dose-only effect, or effect the other way, or a change in a side signal; inactive = no such curve, though single readings can be large or run the other way; also: potency is read from the fitted curve at half-maximal effect; % of control where 0% means no effect
Target sequence (Q99816 whole entry, looked up): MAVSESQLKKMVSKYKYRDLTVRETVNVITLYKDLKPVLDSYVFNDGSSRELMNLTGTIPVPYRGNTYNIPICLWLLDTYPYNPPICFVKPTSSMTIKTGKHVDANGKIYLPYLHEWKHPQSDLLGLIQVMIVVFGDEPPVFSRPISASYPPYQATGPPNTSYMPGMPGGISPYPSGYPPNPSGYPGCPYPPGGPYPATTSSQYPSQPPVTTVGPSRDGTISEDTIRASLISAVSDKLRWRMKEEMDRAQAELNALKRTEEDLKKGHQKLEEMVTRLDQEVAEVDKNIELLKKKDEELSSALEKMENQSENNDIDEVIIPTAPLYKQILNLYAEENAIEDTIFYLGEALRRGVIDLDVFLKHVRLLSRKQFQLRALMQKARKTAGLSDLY
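FP read-out: FITC-PTAP peptide, 50 nM final, binding Tsg101 binding domain, 10 uM final; 20 min, r.t.; 10 mM HEPES pH 7.5, 0.15 M NaCl, 0.01% Tween 20, 3 mM EDTA, 0.1 mM TCEP.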
BRCA1 expr act = increases BRCA1 expression. MCF7-BRCA1-FFLuc reporter, luminescence, 48 h; response scale: scaled: vehicle 0%, 10 µM genistein 100%. Potency, µM (doses to about 46.1 µM), for the others: top-dose activation, usual class: activators. 1.1% of 380,000 active. AID 624202; also: potency is read from the fitted curve at half-maximal effect; nearly all actives have a fitted effect of over 80% in size; some results filed as inactive show a strong effect at the top dose
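MCF7-BRCA1-FFLuc, 2000 cells/well; 2 h attach, 37 °C/5% CO2; compound 48 h; luciferase substrate 15 min; luminescence end-point. Norm. to genistein 10 microM max activation and DMSO; concentration-response curves fitted.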
Active calls of the source: *; ? = inconclusive; . = no result given; [ ] = dose if it differs, or a comment. Unless noted, calls follow the shape of the dose curve; as a rule, active = well fitted curve in the direction sought with a large enough effect; inconclusive = small, poorly fitted or top-dose-only effect, or another doubt; inactive = no such curve, though single readings can be large; an effect the other way counts as inactive or inconclusive.

SMILES	Integrin act MD	ELG1 genotox	TRPV1 agonist	B2AR arrestin	USP2a inh	uPA generation	p53 reactivator	S-ASM inh	Eya2 phos inh	PTAP TSG101 blk	BRCA1 expr act
CCOC(=O)C1=C(C(=O)OCC)c2ccc(OC)c(OC)c2C1	?	.	.	.	.	-3.1%	.	-2.1%	.	-6.9%	-1.1%
Cc1ccc(S(=O)(=O)CCC(=O)N(C)c2c(N)n(Cc3ccccc3)c(=O)[nH]c2=O)cc1	14.1%	-0.5%	3.4	-1.8%	-1.5%	2.5%	2.5%	-1.5%	-11.9%	-3.3%	-4.3%
Cc1ccc(C)c(N(C(=O)c2csnn2)C(C(=O)NC2CCCC2)c2ccncc2)c1 (stereo unspecified)	-2.8%	-4.1%	-8.1	-0.3%	-0.1%	3.8%	4.8%	3.4%	-1.1%	0.7%	1.8%
O=C(NNC1OC(CO)C(O)C(O)C1O)c1cccnc1 (stereo unspecified)	0.7%	2.6%	-2.1	-0.9%	0.9%	-5.4%	7.3%	-0.8%	-3.2%	-3.8%	0.0%
Cc1cccc(/C=C2\Oc3cc(OS(C)(=O)=O)ccc3C2=O)c1	12.7%	8.6%	12.9	-0.8%	-1.8%	-0.9%	14.6%	-1.3%	1.3%	-3.3%	85.3%
COc1ccc(N(C)C(=S)Oc2ccc(C(=O)Nc3ccccc3)cc2)cc1	.	-2.1%	23.6	-0.9%	0.9%	.	13.2%	.	-21.5%	.	.
COc1ccc(C(=O)/C=C/c2ccc(C)cc2)c(OC(=O)c2ccc([N+](=O)[O-])cc2)c1	-12.3%	6.1%	3.9	0.4%	1.7%	-0.2%	10.6%	-0.3%	-7.9%	0.2%	9.6%
CCOC(=O)c1c(C)[nH]c(C(=O)OCC(=O)N(CC)c2c(N)n(Cc3ccccc3)c(=O)[nH]c2=O)c1C	18.0%	.	.	.	.	16.4%	.	-3.4%	.	-0.4%	-5.8%
NC(=O)c1ccsc1NC(=O)COC(=O)c1cc(Cl)ccc1O	0.2%	-0.3%	14.1	-2.0%	0.1%	2.0%	3.2%	34.5%[activator]	6.4%	1.1%	0.8%
Cc1ccccc1CC(=O)N1CC(C)OC(C)C1 (stereo unspecified)	-0.9%	-3.4%	-1.6	-1.0%	5.9%	3.7%	-13.2%	-0.9%	-3.3%	-2.8%	13.3%
CCn1cc(C(=O)NCc2ccc3c(c2)OCO3)c2cc(OC)c(OC)cc2c1=O	-11.0%	-1.3%	11.3	0.3%	4.2%	3.3%	-9.5%	-1.1%	-6.2%	-2.1%	-25.0%
N#CCSc1nc2ccccc2c(=O)n1C1CCCCC1	0.0%	-14.9%	27.6	0.0%	4.8%	-4.2%	-2.2%	-2.3%	7.4%	-1.7%	-12.5%
COc1ccc(OC)c(CNn2c(-c3cccc(C)c3)nc3ccccc3c2=O)c1	13.1%	-9.3%	?	-1.9%	0.6%	6.7%	-6.8%	-1.4%	-20.6%	-6.4%	5.1%
Cc1ccccc1S(=O)Cc1ccc(C(=O)N2CCN(C(=O)c3ccco3)CC2)o1 (stereo unspecified)	-22.6%	-0.3%	2.0	0.5%	1.3%	1.8%	0.2%	7.2%	-1.2%	-1.8%	-2.1%
COc1cc(/C=N\NC(=O)CC#N)ccc1OC/C=C/c1ccccc1	-48.5%[inhibitor]	-2.8%	-2.1	-0.1%	-4.5%	1.8%	1.9%	-6.0%	-18.7%	2.1%	-22.2%
COc1cc(/C=N/NC(N)=S)ccc1OCC(=O)N1CCOCC1	5.1%	4.6%	0.8	-1.0%	6.4%	8.6%	-5.8%	2.5%	7.2%	-1.4%	0.2%
CCN(C(=O)c1cccnc1)c1ccccc1	20.6%	.	-3.1	.	.	3.2%	.	3.6%	.	-0.3%	67.6%
COc1ccc(CCNC(=O)COc2ccc(C)nc2[N+](=O)[O-])cc1	?	3.6%	-4.6	-0.9%	-2.8%	4.1%	-1.5%	-1.2%	-11.1%	-3.3%	1.8%
Cc1cccc(N2CCN(C(c3ccncc3)c3nnnn3C(C)(C)C)CC2)c1C (stereo unspecified)	2.8%	-6.9%	5.0	-0.5%	2.2%	3.0%	-3.2%	-0.9%	-4.6%	-0.1%	-39.4%
COc1ccc(CNC(=O)C(C)NS(=O)(=O)c2ccc(C)cc2)cc1 (stereo unspecified)	-4.6%	-1.7%	0.9	-0.7%	1.2%	0.0%	1.6%	0.5%	-1.4%	-2.1%	-8.9%
COc1cc(OC)cc(C(=O)Nc2ccccc2-c2nnn(CC(=O)Nc3cc(C)on3)n2)c1	-21.2%	?	3.2	0.2%	3.2%	5.7%	2.0%	-0.4%	?	-3.6%	-36.0%
Cc1cccc(NC(=S)Nc2ccc(N3CCOCC3)cc2)c1C	10.6%	-2.7%	-0.9	0.3%	2.8%	-1.3%	14.7%	4.6%	4.7%	-0.4%	19.5%
N[C@@H](CO)c1nnc([C@H](CC(=O)O)NC(=O)C2CCNCC2)o1	15.1%	1.1%	-2.5	-0.4%	-1.3%	8.1%	-1.7%	5.4%	18.0%	1.7%	0.9%
COc1ccc(CNC(=O)c2ccc(SC)cc2OC)cc1	12.0%	2.0%	9.0	-0.4%	2.0%	-1.7%	-4.7%	2.2%	-4.5%	0.1%	-13.1%
O=C(CCC1CCCN(Cc2ccc3c(c2)OCCO3)C1)NCc1ccccc1F (stereo unspecified)	1.9%	-4.2%	1.8	0.1%	-0.7%	-9.3%	-0.5%	-1.3%	6.4%	-2.8%	-14.4%
Cc1sc2nc3c(C(=O)N4CCCC4)cc(C(=O)c4ccccc4O)cn3c(=O)c2c1C	?	-7.2%	0.0	-1.9%	-0.1%	4.1%	-2.6%	-11.0%	0.5%	-4.0%	-28.8%
COc1ccc(OC)c(/C=C/C(=O)N2CCCc3ccccc32)c1	-18.5%	25.9%	?	-0.2%	1.1%	5.0%	-0.3%	-1.5%	-2.2%	1.5%	-8.1%
O=C(CCNS(=O)(=O)c1cccs1)NCc1ccco1	-34.9%	-1.1%	-2.9	-0.7%	3.7%	-0.3%	15.0%	-1.4%	-20.0%	-6.7%	6.0%
COc1ccc2c(c1OC)C(=O)N(c1nccs1)C2	-7.9%	18.4µM*	-0.9	0.4%	-1.7%	-6.8%	18.3%	0.9%	3.5%	-0.9%	27.4%
Cc1cc(S(=O)(=O)N2CCOCC2)ccc1OCC(=O)NCc1ccccn1	?	-2.3%	0.0	-0.4%	-0.8%	13.0%	3.4%	0.6%	-4.9%	-3.7%	-2.6%
Nc1c(NCCc2ccccc2)c2ccccc2oc1=O	?	12.4%	2.4	0.1%	1.8%	-0.5%	2.0%	-0.6%	6.1%	-3.9%	0.0%
O=C(COC(=O)c1ccccc1NC(=O)c1ccccc1)c1ccc([N+](=O)[O-])cc1	-18.7%	4.4%	1.9	-0.4%	0.1%	7.5%	10.1%	-4.4%	9.9%	-0.5%	21.9%
COc1ccc(CSc2nnc(C)n2N)cc1Br	7.7%	-3.9%	-2.9	0.0%	-0.1%	0.9%	-0.6%	3.6%	-3.1%	-1.3%	17.8%
COC(=O)c1ccc(C2c3[nH]c4ccccc4c3C[C@H]3C(=O)N(C)CC(=O)N23)cc1 (stereo partly specified)	0.0%	7.1%	0.7	-0.1%	0.0%	-4.2%	-7.2%	30.7%	-28.6%	-2.8%	-34.4%
COc1ccccc1C(=O)N1CCN(Cc2ccc3c(c2)OCO3)CC1	6.5%	-8.3%	2.2	0.2%	1.3%	0.6%	-7.2%	0.8%	-0.4%	0.4%	-16.3%
COc1ccc(NC(=O)C(NS(=O)(=O)c2cccs2)C(C)C)cc1Cl (stereo unspecified)	16.7%	-4.6%	-0.3	-0.9%	3.7%	-1.4%	-3.0%	?	-3.9%	-0.2%	-5.1%
O=C(NCCN1CCOCC1)c1ccc(/C=C2\Sc3ccccc3N(Cc3ccccc3F)C2=O)cc1	-22.9%	-10.9%	12.1	0.2%	-2.1%	?	-7.1%	-24.5%	-11.9%	-2.7%	-38.0%
O=[N+]([O-])c1cccc(C2=NC(c3ccccc3)CO2)c1 (stereo unspecified)	9.3%	?	0.8	0.0%	1.6%	13.3%	?	17.1%	-2.2%	-1.4%	37.7%
N/C(=N\O)c1ccc(N2CCN(c3ncccc3C(F)(F)F)CC2)nc1	-9.9%	?	2.4	0.0%	-1.0%	-4.7%	9.8%	-1.3%	4.8%	-13.6%	3.55µM*
Cc1cccc(OCCC(=O)Nc2ccc(S(=O)(=O)N3CCCC3)cc2)c1	-20.7%	-6.3%	14.8	0.0%	0.7%	-0.8%	1.9%	-2.1%	9.1%	-3.9%	-28.4%

Compound activity deposited in PubChem by National Center for Advancing Translational Sciences (NCATS).
